zfTRPN1 agonist = zebrafish TRPN1 channel agonists, primary screen, cell-based, HEK293, calcium fluorescence | transient receptor potential cation channel N1 (TRPN1/NompC), Danio rerio | HEK293 zebrafish TRPN1-YFP, Fluo-8 calcium fluorescence; 100% = response to 87 µM carbachol | activation, % at 3 µM | 0.18% of 220,000 active | AID 1424, 2008;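 active means activation above its plate's cutoff, the mean activation of test wells on that plate plus 3 SD, cut at about 19% in these data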;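 further: 0% = DMSO alone and 100% = 87 µM carbachol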
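Material: zebrafish TRPN1-YFP in HEK293 cells; Doses: single test compound dose, 3 µM nominal, 0.3% DMSO; Timing: dye loading 1 h at 37 °C, then 30 min room temperature; Technique: intracellular calcium fluorescence with Fluo-8; Benchmarks: high carbachol 87 µM, low DMSO alone.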
S1P4 antag = S1P4 receptor antagonists, primary screen, cell-based; Sphingosine 1-phosphate receptor 4 (Homo sapiens), O95977; S1P4-expressing cells, antagonist mode, reporter read-out; inhibition, % at 4.98 µM; 0.26% of 220,000 active; AID 1510, 2009; in the data active means inhibition above about 29%;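 further: 0% = wells stimulated with agonist and 100% = vehicle wells without agonist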
Target sequence (O95977 whole entry, looked up): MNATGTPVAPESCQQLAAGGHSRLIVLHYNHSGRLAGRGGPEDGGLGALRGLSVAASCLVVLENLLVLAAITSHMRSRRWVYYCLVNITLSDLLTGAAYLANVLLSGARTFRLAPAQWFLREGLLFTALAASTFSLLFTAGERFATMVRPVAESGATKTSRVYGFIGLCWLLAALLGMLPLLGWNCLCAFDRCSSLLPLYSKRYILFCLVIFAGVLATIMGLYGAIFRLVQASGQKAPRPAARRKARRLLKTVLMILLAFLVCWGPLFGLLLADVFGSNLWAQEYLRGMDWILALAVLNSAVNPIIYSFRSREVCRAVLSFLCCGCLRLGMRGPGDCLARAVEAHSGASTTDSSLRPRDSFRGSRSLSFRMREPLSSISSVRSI
BaF3 parental = parental Ba/F3 cell viability inhibition, counter-screen for JAK2V617F inhibitor project, murine pro-B, CellTiter-Glo luminescence; CellTiter-Glo ATP luminescence; 1.1% of 220,000 active; inhibition, % at 5.6 µM;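 active means inhibition above a per-campaign cutoff, the mean inhibition of all tested compounds plus 3 SD, cut at about 27% in these data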;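 further: 0% = DMSO wells and 100% = JAK Inhibitor I control wells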
PERK inhibitor = block of dimerizer-induced PERK translation repression, primary screen, PERK inhibitor project, CHO PERK-DD cells, SEAP luminescence, HTS. CHO PERK-DD fusion, SEAP luminescence translation reporter. 0.17% of 220,000 active. Eukaryotic translation initiation factor 2-alpha kinase 3 (Homo sapiens), Q9NZJ5. inhibition, % at 5.6 µM;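 active means inhibition above the mean inhibition of all tested compounds plus 3 SD, set separately per screening campaign, cut at about 2.9% in these data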;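 further: PERK kinase domain activated by AP20187 dimerizer at 100 nM; 0% = DMSO with dimerizer and 100% = rapamycin at 8.4 µM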
S1P4 ag = S1P4 receptor agonists, primary screen, cell-based. S1P4-expressing cell line, agonist reporter assay. AID 1509, 2009. Sphingosine 1-phosphate receptor 4 (Homo sapiens), O95977. activation, % at 4.98 µM. 0.35% of 220,000 active; in the data active means activation above about 11%;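 further: 0% = DMSO vehicle and 100% = reference agonist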
EP2 modulator = EP2 receptor modulators, cAMP readout, primary screen, cell-based, HTRF cAMP, PGE2 stimulation; EP2-expressing cells, cAMP HTRF FRET, PGE2 co-stimulation; induction, % at 25 µM; 0.83% of 260,000 active; AID 940, 2007;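 active means compounds whose cAMP rise, as percent of the full-agonist control response, exceeds 60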;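 further: rat C6 glioma line stably carrying human EP2 under a CMV promoter; the protocol text gives 20 µM as final concentration; 100% = response of wells given 1 µM PGE2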
TRPML3 ag = human TRPML3 channel agonists, primary screen, cell-based, HEK293 TRPML3-YFP, Fluo-8 calcium fluorescence, 3 µM; 100% = the carbachol control signal; activation, % at 3 µM; 0.29% of 220,000 active; AID 1448, 2008;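 active means activation above its plate's cutoff, the mean activation of the plate's test wells plus 3 SD, cut at about 12% in these data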;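 further: 0% = DMSO only wells and 100% = carbachol wells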
Target sequence (Q8TDD5 whole entry, looked up): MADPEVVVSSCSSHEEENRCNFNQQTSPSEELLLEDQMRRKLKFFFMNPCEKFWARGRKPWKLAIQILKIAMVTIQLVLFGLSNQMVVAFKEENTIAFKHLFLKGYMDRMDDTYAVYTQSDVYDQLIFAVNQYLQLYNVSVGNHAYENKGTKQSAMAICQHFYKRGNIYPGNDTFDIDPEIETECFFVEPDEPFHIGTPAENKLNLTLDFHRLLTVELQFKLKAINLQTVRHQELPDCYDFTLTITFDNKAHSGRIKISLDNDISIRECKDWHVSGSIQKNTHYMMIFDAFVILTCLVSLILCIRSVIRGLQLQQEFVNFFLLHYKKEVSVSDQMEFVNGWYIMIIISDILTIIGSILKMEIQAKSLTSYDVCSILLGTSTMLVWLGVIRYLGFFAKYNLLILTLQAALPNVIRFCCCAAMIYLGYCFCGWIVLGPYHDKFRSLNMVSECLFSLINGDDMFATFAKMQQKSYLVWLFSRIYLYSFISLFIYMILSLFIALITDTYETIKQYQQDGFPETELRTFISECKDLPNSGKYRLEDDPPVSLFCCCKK
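Material: HEK293 cells stably carrying human TRPML3-YFP; compound dosing: single dose, 3 µM final nominal compound, 0.3% DMSO final; incubation: 1-h 37 °C dye load, 5-s basal, 120-s post-compound reads; technique: Fluo-8 intracellular calcium fluorescence, excitation 470-495 nm, emission 515-575 nm; read-out basis: percent activation from peak-to-basal fluorescence ratio, scaled between DMSO and carbachol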
Ba/F3 V617F tox = reduced viability of JAK2V617F-dependent Ba/F3 cells, primary screen, JAK2V617F inhibitor project, cell-based, Ba/F3 EpoR-JAK2V617F, luminescence; ATP luminescence; inhibition, % at 5.6 µM; 1.1% of 220,000 active; AID 1446, 2008;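 active means inhibition above the campaign mean plus 3 SD over all tested compounds, cut at about 24% in these data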;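 further: cytokine-independent growth of Ba/F3 cells driven by EpoR plus mutant JAK2; 0% = DMSO-treated cells and 100% = JAK inhibitor I control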
Calpain2 inh = inhibitors of pig calpain II, primary screen, biochemical, fluorogenic peptide substrate, 1536-well; purified calpain II, 30 min; inhibition, % at 16 µM; 0.37% of 220,000 active; AID 1236, 2008;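 active means inhibition above about 50%, limit read from the data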
Active calls of the source: *; nt = not tested or not shown; & = joins results of further samples. Not a hit list, and some 3.6% of all compounds hit somewhere here.

smiles	zfTRPN1 agonist	S1P4 antag	BaF3 parental	PERK inhibitor	S1P4 ag	EP2 modulator	TRPML3 ag	Ba/F3 V617F tox	Calpain2 inh
CC(C)(C)NC(=O)COc1ccc(CNc2ncn[nH]2)cc1	0.8	-7	9	-0.2	2.4	17	0.1	2	13
O=[N+]([O-])c1ccc(/C=N/n2c(C3CCCCC3)n[nH]c2=S)cc1	0.7	3	3	0.8	-0.5	5	0.7	0	-39
O=C(CCCOc1ccccc1)Nc1ccc(Br)cc1	-1.2	-56	7	0.9	0.3	nt	-0.6	0	nt
COc1ccc(/C=C/C(=O)c2ccccc2)cc1COc1ccccc1F	0.1	-14	3	0.1	2.5	30	1.9	-3	2
CNC(=O)N(O)C1N(/N=C/c2cccnc2)C(=S)SC1(C)C (configuration not stated)	1.2	-11	-3	-0.6	-0.9	-1	-0.2	2	20
Cc1ccc(C(=O)NNC(=S)NC(=O)c2ccc(Cl)cc2)cc1	143*	-7	1	-0.6	-0.5	-44	83*	-2	0
Cc1cccc(C(=O)NC2CCCc3ccccc32)c1 (configuration not stated)	-2.8	-16	4	-0.1	2.3	-28	-0.5	-2	-22
O=C(NNS(=O)(=O)c1ccc(Cl)cc1)c1cc(-c2ccccc2)n[nH]1	0.8	-6	-16	1.1	-0.8	-38	0.0	-1	-15
COc1ccc(C(=O)COC(=O)CCn2nnc(-c3cccc(O)c3OC)n2)cc1	0.3	2	1	1.0	-0.2	-11	0.8	0	-32
COCCNC(=O)/C(C#N)=C\c1ccc(CNS(=O)(=O)c2ccc(C)cc2)o1	0.6	-36	6	0.1	1.9	-5	0.7	0	-12
C/C(=N\OCC(=O)N/N=C/c1ccccc1O)c1cccs1	0.4	-7	4	0.9	1.3	-45	1.0	-1	-99
CCn1c(COc2ccc(OC)cc2)nc2ccccc21	-1.5	2	0	0.0	0.2	25	0.2	-1	15
COc1ccc(OC)c(NC(=O)c2cnc(Nc3ccccc3OC)c3ccccc23)c1	-1.3	-22	5	-1.1	1.8	36	-0.4	-1	-108
COc1cc(C(=O)NC(=S)Nc2ccc(Cl)c(C(=O)O)c2)cc(OC)c1OC	1.7	3	0	0.0	-1.9	19	0.8	-5	-14
Cc1cc2oc(C(=O)NCc3ccc(S(N)(=O)=O)cc3)c(C)c2cc1C	0.7	-2	4	-0.4	1.1	-23	0.8	4	-21
COc1ccc(C(=O)NCCN2C(=O)S/C(=C\c3cccnc3)C2=O)c(OC)c1OC	-0.3	1	-4	-0.1	0.3	-23	0.5	-4	14
CCCS(=O)(=O)c1c(S(=O)(=O)CCC)c2ccccn2c1C(=O)OC	-1.9	-5	3	-1.9	-0.6	25	-0.4	0	-30
CCCCOC(=O)CSC(=S)N(C)Cc1cccs1	-1.4	4	8	0.8	1.7	12	0.2	-1	19
CC(C)OC(=O)C(C)Nc1ccc(F)c(Cl)c1 (configuration not stated)	-1.6	-3	-4	1.3	1.0	-26	-0.9	2	2
C/C(CCc1oc2ccccc2c1-c1ccc(C)o1)=N/O	-0.5	7	0	0.6	-1.8	75*	0.2	-1	16
NS(=O)(=O)c1ccc(NC(=O)COC(=O)c2cc3ccccc3cc2O)cc1	0.7	9	0	0.1	-0.9	-40	1.2	-1	-23
Cc1ccc(CNC(=O)CS(=O)Cc2nc(-c3cccs3)oc2C)cc1 (configuration not stated)	-1.0	-1	10	1.1	0.0	-2	-1.3	-3	-50
O=C(c1cccc(-c2ccc(O)cc2)c1)N1CCN(c2ccc(F)cc2)CC1	-0.1	-17	1	1.6	0.9	-65	0.5	-1	-20
O=C1CCCCCN1CP(=O)(O)CCc1ccccc1	-0.4	0	-2	1.0	-0.1	11	0.9	1	6
Fc1ccccc1CSc1ncnc2c1oc1ccccc12	0.4	-19	2	1.9	-1.0	37	0.8	-3	9
COc1ccc(NC(=O)CNS(=O)(=O)c2ccc3nc(C)sc3c2)c(OC)c1	-0.6	-13	5	-0.1	0.9	-29	1.1	-3	-15
CCc1ccc(NC(=O)N(Cc2ccco2)C(C)c2cccs2)cc1 (configuration not stated)	-1.2	-15	5	-0.7	0.1	-3	-0.1	0	1
COc1cccc(NC(=S)NC2CC3CCCC(C2)N3C2CCCC2)c1 (configuration not stated)	1.8	9	9	-0.6	-0.8	-89	1.1	-1	-8
COc1ccc(/C=C2\N=C(c3c(-c4ccccc4)noc3C)OC2=O)cc1OC	1.6	-12	2	1.7	0.5	2	0.7	-2	16
Cc1ccc(Nc2ncnc3c2nnn3Cc2ccccc2)cc1	-1.5	6	2	-1.0	-0.3	-24	-0.7	5	-20
COc1ccc(/C=C(/NC(=O)c2ccccc2)C(=O)N/N=C/c2ccc3c(c2)OCO3)cc1OC	0.4	3	1	-1.1	-0.3	-12	0.8	-1	-82
COc1ccccc1CNC(=O)c1ccc(SC)cc1OC	-2.3	-12	3	-0.7	0.6	7	-1.3	1	18
CN(C)NC(=S)NC1CC2CCC1C2 (configuration not stated)	0.4	-7	1	-1.1	0.3	-16	0.3	0	-5
Nc1nc(NCc2ccco2)nc(Nc2cccc(F)c2)c1[N+](=O)[O-]	-2.0	1	2	1.6	-1.1	3	-0.7	-4	7
COc1cc(OC)cc(C(=O)NCCN2C(=O)S/C(=C\c3cccs3)C2=O)c1	1.0	-15	2	0.2	1.8	-34	1.0	-4	-3
Cc1cc2cc(CNC(=O)c3ccc(S(=O)(=O)N(C)C)cc3)ccc2n1C	2.3	5	6	1.6	1.8	0	1.6	-2	-19
O=C1CN(C(=O)CNC(=O)c2cccc(Cl)c2)c2ccccc2N1	-0.9	4	4	1.5	3.0	-19	-0.7	-6	-12
Cc1ccc(NC(=O)c2ccn(C)n2)c(Br)c1	-0.7	-2	2	1.1	0.2	17	1.6	-4	-3
CCCCOC(=O)CCNc1n[nH]c(=O)[nH]c1=O	1.0	-12	-2	0.8	-0.8	16	0.5	-1	19
O=C(Oc1ccc(N2C(=O)CCC2=O)cc1)c1ccccc1	1.2	6	3	1.7	-2.0	10	0.6	0	10
COC(=O)C(Cc1c[nH]c2ccccc12)NC(=O)CNC(C)=O (configuration not stated)	-1.1	-7	-1	0.8	-1.3	11&24	0.7	-1	-7
N#Cc1c(NCCN)nc(-c2ccco2)c2c1CCCC2	0.3	-5	8	-2.1	0.6	42	0.8	3	-249
COc1cc(C(=O)NCc2ccccc2)ccc1OC(F)F	-0.7	-6	2	0.3	1.3	11	-0.6	-1	15
CN(Cc1cn(C)nc1-c1cccc(Cl)c1)C1CCOCC1	2.5	-15	5	-0.5	-0.1	-7	0.0	2	15
CCCn1c(=N)c(C#N)cc2c(=O)n3ccccc3nc21	1.0	6	1	-0.3	2.0	41	1.0	1	-109
COCC(=O)N1CCCN(c2nc3c(C)cccc3cc2C#N)CC1	0.8	15	5	-1.7	-0.6	-22&28	1.1	1	-176
COCCNC(=O)C1(C)Oc2ccccc2NC1=O (configuration not stated)	-0.5	5	1	1.1	0.2	18	0.8	-3	-11
COc1cc(S(=O)(=O)N2CCCCCC2)c(OC)cc1Br	-1.6	0	-2	-0.1	-0.6	-14	-0.9	-3	28
S=c1[nH]nc(-c2ccco2)n1/N=C/C=C/c1ccco1	0.9	-9	7	1.3	0.6	10	0.5	-1	0
Cc1oc(-c2cccs2)nc1CS(=O)CC(=O)NCCc1ccccc1 (configuration not stated)	-0.3	-8	8	0.8	0.9	3	-0.9	-2	-32

Continued.
smiles	zfTRPN1 agonist	S1P4 antag	BaF3 parental	PERK inhibitor	S1P4 ag	EP2 modulator	TRPML3 ag	Ba/F3 V617F tox	Calpain2 inh
CC1=C(C(N)=O)C(c2ccc3c(c2)OCO3)n2nc(-c3cccc(C)c3)nc2N1 (configuration not stated)	-0.7	13	7	-0.1	-0.2	-9	0.0	3	-14
CC1(C)Cc2nc3sc4c(=O)[nH]cnc4c3cc2CS1	0.1	25	8	1.4	0.2	9	-0.3	2	-126
O=C(NC1CCCC1)C1CC1c1ccccc1 (configuration not stated)	-1.9	-3	2	1.3	2.0	-1	-0.2	-2	-4
CCOC(=O)C1CCCN(c2c(Nc3cccc(C)c3)c(=O)c2=O)C1 (configuration not stated)	-0.5	-18	4	0.0	1.6	-9	-0.1	-1	19
COC(=O)c1c(NC(=O)CC2SC(N)=NC2=O)sc2c1CCC(C)C2 (configuration not stated)	-0.8	-3	5	0.0	-0.1	2	0.1	5	-11
CC(C)(C)C1CCC(OCC(O)CN2CCCC2)CC1 (configuration not stated)	0.5	-6	9	2.8	-0.5	-32	1.4	0	14
Cc1cc(N=CC2=C(O)CCCC2=O)no1	-0.3	-15	-1	0.4	0.1	6	0.2	0	-3
O=C(NNC(=O)c1ccccc1[N+](=O)[O-])c1ccco1	-1.0	9	7	0.1	0.5	12	0.7	-1	-14
COCCCNCCCOc1ccc(C)cc1Br	-1.1	-3	0	0.3	-2.1	-26	0.6	-6	6
O=C(c1cc(-c2ccco2)nn1-c1cccc(Cl)c1)N1CCCCC1	-0.8	-30	1	0.1	-1.6	17	-1.1	-5	-49
CCCN=C(Nc1ccc(Cl)cc1)c1cccnc1	1.8	-8	6	1.3	1.1	8	0.5	-1	-17
CCC(CC)NC(=O)CSc1nnc(-c2c[nH]c3ccccc23)o1	1.2	4	2	-0.9	1.8	-18	0.4	4	26
O=C(Nc1ccccc1N1CCN(C(=O)c2ccc(Cl)cc2)CC1)c1ccc(Br)cc1	-0.8	-2	5	-1.2	3.0	19	0.3	0	-142
Cc1ccc(N2CC(=O)N(c3ccc(C)cc3)CC2=O)cc1	-1.4	9	-4	2.2	0.9	-3	1.2	-3	2
COCCCNC(=O)Cn1nnc(-c2ccc(NC(=O)c3cccnc3)cc2)n1	0.2	-15	-5	0.9	0.9	-7	0.8	-1	-3
COC(=O)/C=C1/N/C(=N\c2nc(C)cc(C)n2)N(c2ccccc2)C1=O	1.2	-7	3	0.3	-0.4	10	0.8	-1	-10
CCCCOc1ccccc1C(=O)NCC(=O)O	0.5	-19	5	0.1	-0.7	0	0.7	-3	14
COc1ccc(NC(=O)CO/N=C(\C)c2cccs2)cc1	1.2	9	6	0.2	-1.8	-10	1.8	4	7

Compound activity deposited in PubChem BioAssay by several laboratories.
